Screening results: PubChem, National Center for Advancing Translational Sciences (NCATS)
LDHA block – blocks human lactate dehydrogenase A; purified LDHA, NADH/diaphorase-resazurin fluorescence; active compounds read low; activity change, % (values are at about 110 or 230 µM); actives 0.15% (n = 480,000); AID 1347041; in the data active = activity change below about -30%; inconclusive = mostly about -25% to -30%;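 note: plate controls were DMSO wells for no effect and wells without enzyme for full effect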
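Resorufin fluorescence (ex540/em590), read at 0 and 20 min after diaphorase/resazurin addition, reports the NADH left after a 5 min room-temperature reaction of 2 nM human LDH5 with 0.06 mM NADH and 0.2 mM pyruvate.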
RGS4 inh – human RGS4 inhibition; P49798; Potency, µM (titrated, usually from 114 µM), for the others: top-dose activity change, negative = inhibition, most hits filed as inhibitors; Transcreener GDP fluorescence polarization, RGS4-accelerated GTP hydrolysis; actives 0.039% (n = 390,000); note: potency is the fitted concentration of half-maximal effect; % is set by controls: 0 for no effect and ±100 for the full control effect; nearly all actives have a fitted effect of over 75% in size; some results filed as inactive show a strong effect at the top dose
Target sequence (P49798 whole entry, looked up): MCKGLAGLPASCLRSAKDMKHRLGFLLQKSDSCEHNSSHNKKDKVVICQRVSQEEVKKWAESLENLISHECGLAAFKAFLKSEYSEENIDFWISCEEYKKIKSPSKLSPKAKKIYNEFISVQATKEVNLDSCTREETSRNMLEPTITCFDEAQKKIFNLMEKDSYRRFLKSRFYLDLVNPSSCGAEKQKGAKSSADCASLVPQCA
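MLSMR compounds (23 nl, pin-transferred) preincubated 10 min at room temperature with a 500nM (2x) first reagent, then RGS4 at 900nM (2x) plus Transcreener GDP mix added; fluorescence polarization (620/688 nm) read before and after 90 min at 30 °C.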
Vif-A3G inh – inhibitors of Vif-APOBEC3G interaction; actives 0.076% (n = 410,000); Q9HC16; Potency, µM (series often up to 46.1 µM), for the others: top-dose activity, negative = active, hits mostly inhibitors; HeLa A3G-eYFP + Vif (tagged APOBEC3G with the HIV-1 protein that degrades it), YFP fluorescence, overnight;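 note: potency is the fitted concentration of half-maximal effect; % is set by controls: 0 for no effect and ±100 for the full control effect; nearly all actives have a fitted effect of over 60% in size; hits raise eYFP signal because A3G escapes Vif-driven loss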
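HeLa cells stably expressing Vif and C-terminally eYFP-tagged A3G, seeded overnight at 37 deg C, then exposed to compound by pintool overnight at 37 deg C. Rise in yellow fluorescence (Ex 488/Em 500-530, Acumen) marks blocked Vif-driven A3G degradation.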
USP1-UAF1 inh – USP1/UAF1 (human) deubiquitinase inhibition; O94782; recombinant USP1/UAF1, Ub-Rhodamine cleavage fluorescence; Potency, µM (doses to about 57.1 µM), for the others: top-dose activity change, negative = inhibition, actives largely listed as inhibitors; actives 0.23% (n = 390,000); AID 743255; note: potency is the fitted concentration of half-maximal effect; % is set by controls: 0 for no effect and ±100 for the full control effect; nearly all actives have a fitted effect of over 60% in size; inactives centre near -12
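High-throughput fluorogenic screen: 1nM USP1/UAF1 complex, Ub-Rho substrate 150nM final, 50mM HEPES pH 7.8 with 0.5mM EDTA, 0.1 mg/ml BSA, 1mM TCEP and 0.01% Tween-20.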
mIDH1 inhibitor – inhibitors of human mutant IDH1 R132H. Potency, µM (top dose mostly 76.6 µM), without a hit: at the highest dose activity change, negative = inhibition, usual class: inhibitors. O75874. actives 0.093% (n = 390,000). AID 602179. IDH1-R132H enzyme, NADPH consumption, diaphorase/resazurin fluorescence; note: potency is the fitted concentration of half-maximal effect; % is set by controls: 0 for no effect and ±100 for the full control effect; nearly all actives have a fitted effect of over 65% in size
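IDH1-R132H (0.5 ug/mL) preincubated 30 min with compound, then NADPH (0.016 mM) and alpha-KG (2 mM) added; 80 min at RT, pH 7.5. Remaining NADPH coupled via diaphorase/resazurin to fluorescence (540/590 nm); concentration-response curves normalized to no-enzyme control.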
Vif-APOBEC3F blk – Vif-A3F binding inhibition. HeLa A3F-eYFP + Vif (tagged APOBEC3F with the HIV-1 protein that degrades it), YFP fluorescence increase. Potency, µM (highest dose often 46.1 µM), without a hit: at the highest dose activity, negative = active. actives 0.2% (n = 390,000); note: potency is the fitted concentration of half-maximal effect; % of control where 0% means no effect; nearly all actives have a fitted effect of over 65% in size
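HeLa cells stably expressing A3F-eYFP plus Vif, plated and incubated overnight at 37 deg C, then exposed to compounds overnight at 37 deg C. Blocked degradation read as raised yellow fluorescence (Ex 488/Em 500-530).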
Glioma ERSR ind – induces the endoplasmic reticulum stress response in human glioma cells. U87-MG GRP78 promoter luciferase reporter, 16 h. Potency, µM, for inactives: at the highest dose activation, usual class: activators. actives 0.02% (n = 420,000). AID 602332; note: potency is the fitted concentration of half-maximal effect; series mostly up to about 76 µM; % of control where 0% means no effect; nearly all actives have a fitted effect of over 35% in size
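Stably transfected U87-MG human glioma cells carrying a GRP78-based luminescent sensor were seeded at 1000 cells/well, pin-dosed with compounds and incubated 16 h. Luciferase reagent was then added, and end-point luminescence was read after 10 min at room temperature.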
TrxR1 substrate – rat thioredoxin reductase 1 substrate activity | AID 588456 | O89049 | purified TrxR1 substrate turnover, NADPH consumption readout | Potency, µM (doses to about 114 µM), for the others: at the highest dose activity change, negative = substrate turnover | actives 0.01% (n = 390,000); note: potency is the fitted concentration of half-maximal effect; % is set by controls: 0 for no effect and ±100 for the full control effect; nearly all actives have a fitted effect of over 50% in size
Target sequence (O89049 whole entry, looked up): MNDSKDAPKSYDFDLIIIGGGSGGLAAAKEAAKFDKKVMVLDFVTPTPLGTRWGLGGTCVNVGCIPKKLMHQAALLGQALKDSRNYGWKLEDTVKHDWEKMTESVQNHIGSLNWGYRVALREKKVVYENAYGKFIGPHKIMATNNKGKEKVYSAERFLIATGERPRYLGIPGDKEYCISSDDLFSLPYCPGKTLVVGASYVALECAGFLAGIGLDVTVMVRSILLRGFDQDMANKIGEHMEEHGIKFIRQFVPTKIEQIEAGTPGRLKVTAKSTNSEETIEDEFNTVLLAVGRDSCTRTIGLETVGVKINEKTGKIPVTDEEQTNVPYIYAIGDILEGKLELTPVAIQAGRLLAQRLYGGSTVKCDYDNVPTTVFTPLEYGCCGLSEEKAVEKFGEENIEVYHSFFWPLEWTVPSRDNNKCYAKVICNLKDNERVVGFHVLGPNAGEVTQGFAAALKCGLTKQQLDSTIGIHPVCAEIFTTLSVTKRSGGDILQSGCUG
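Rat TrxR1, dispensed at 90 nM, was prereduced with 400 uM NADPH (final) for 5 min at ~22 deg C, then incubated with compound 15 min before 400 uM selenite. A first-read NADPH fluorescence drop versus no-compound background flagged substrates.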
TrxR1 inh – blocks rat thioredoxin reductase 1. Potency, µM (top dose mostly 114 µM), for inactives: top-dose activity change, negative = inhibition, usual class: inhibitors. actives 1% (n = 390,000). O89049. recombinant rTrxR1, NADPH fluorescence consumption, selenite substrate; note: potency is the fitted concentration of half-maximal effect; % is set by controls: 0 for no effect and ±100 for the full control effect; nearly all actives have a fitted effect of over 65% in size
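Rat TrxR1 (90 nM in the dispensed reagent) was pre-reduced with 400 uM NADPH for 5 min at room temperature, then incubated with compound for 15 min. After 400 uM selenite was added, NADPH fluorescence (Ex 340/Em 450 nm) was followed for 8 min.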
An asterisk follows results filed as active; ? = inconclusive; / = no result given; [ ] = dose if it differs, or a comment. Unless noted, calls come from the whole dose curve; as a rule, active = well fitted curve in the direction sought with a large enough effect; inconclusive = small, poorly fitted or top-dose-only effect, or another doubt; inactive = no such curve, though single readings can be large; an effect the other way counts as inactive or inconclusive. A portion of the library; the hit share may differ from the screen's.

#1 Cc1ccc2c(Sc3ccc(Cl)cc3)c(C(=O)N3CCC(C)CC3)[nH]c2c1
#2 CC(=O)N1CCc2cc(S(=O)(=O)NCCC(=O)Nc3cc(C)cc(C)c3)ccc21
#3 Cc1ccc(C(=O)Nc2ccc3cn[nH]c3c2)cc1S(=O)(=O)N1CCOCC1
#4 CC(C)COc1cccc(C(=O)N(C)CC(=O)Nc2cccc3ccccc23)c1
#5 O=C(O)c1cccc(-c2ccc3c(c2)OCO3)c1
#6 CN1CCN(S(=O)(=O)c2ccc(NC(=O)COc3ccccc3)cc2)CC1
#7 COc1ccc(-c2[nH]ncc2/C=N\NC(=O)c2ccc(Br)o2)cc1OC
#8 CCCN(CC(=O)Nc1ccccc1C)C(=O)c1ccc(-c2ccc(C(C)=O)cc2)o1
assay / compound | 1 | 2 | 3 | 4 | 5 | 6 | 7 | 8
LDHA block | 6 | -6 | -4 | 7 | -6 | -7 | -8 | -5
RGS4 inh | -4% | -8% | -14% | -22% | -2% | 6% | -11% | 1%
Vif-A3G inh | 3% | -1% | -1% | 2% | -2% | -1% | 0% | -1%
USP1-UAF1 inh | -9% | -20% | -22% | -22% | -20% | -11% | -2% | -11%
mIDH1 inhibitor | 27% | -2% | 1% | 6% | -4% | -10% | -2% | 7%
Vif-APOBEC3F blk | ? | -8% | 4% | 0% | -1% | -2% | -15% | -14%
Glioma ERSR ind | 10% | 0% | 4% | -3% | 4% | -1% | -3% | -1%
TrxR1 substrate | 0% | -2% | 7% | 1% | -4% | 2% | -10% | 179%[activator]
TrxR1 inh | 6% | -5% | 37%[activator] | 6% | 6% | 27% | -6% | -16%

A different layout for some results above.
Second line of a record – LDHA block, RGS4 inh, Vif-A3G inh, USP1-UAF1 inh, mIDH1 inhibitor, Vif-APOBEC3F blk, Glioma ERSR ind, TrxR1 substrate, TrxR1 inh
1: Cc1ccc2c(Sc3ccc(Cl)cc3)c(C(=O)N3CCC(C)CC3)[nH]c2c1
 : 6, -4%, 3%, -9%, 27%, ?, 10%, 0%, 6%
2: CC(=O)N1CCc2cc(S(=O)(=O)NCCC(=O)Nc3cc(C)cc(C)c3)ccc21
 : -6, -8%, -1%, -20%, -2%, -8%, 0%, -2%, -5%
3: Cc1ccc(C(=O)Nc2ccc3cn[nH]c3c2)cc1S(=O)(=O)N1CCOCC1
 : -4, -14%, -1%, -22%, 1%, 4%, 4%, 7%, 37%[activator]
4: CC(C)COc1cccc(C(=O)N(C)CC(=O)Nc2cccc3ccccc23)c1
 : 7, -22%, 2%, -22%, 6%, 0%, -3%, 1%, 6%
5: O=C(O)c1cccc(-c2ccc3c(c2)OCO3)c1
 : -6, -2%, -2%, -20%, -4%, -1%, 4%, -4%, 6%
6: CN1CCN(S(=O)(=O)c2ccc(NC(=O)COc3ccccc3)cc2)CC1
 : -7, 6%, -1%, -11%, -10%, -2%, -1%, 2%, 27%
7: COc1ccc(-c2[nH]ncc2/C=N\NC(=O)c2ccc(Br)o2)cc1OC
 : -8, -11%, 0%, -2%, -2%, -15%, -3%, -10%, -6%
8: CCCN(CC(=O)Nc1ccccc1C)C(=O)c1ccc(-c2ccc(C(C)=O)cc2)o1
 : -5, 1%, -1%, -11%, 7%, -14%, -1%, 179%[activator], -16%

(cont.)
#9 COc1cc2c(cc1NC(=O)C(c1ccccc1)c1ccccc1)CCCC2
#10 CCN(CC)S(=O)(=O)c1ccc2c(c1)N(CC(=O)Nc1c(C)cccc1C)C(=O)CO2
#11 O=C(Cc1ccc(Cl)cc1)Nc1ccc(SC(F)F)cc1
#12 CN(Cc1ccccn1)C(=O)CC1C(=O)NCCN1Cc1ccc(F)cc1Cl (stereo not drawn)
#13 O=C(COC(=O)/C=C/c1ccc(C(F)(F)F)cc1)Nc1ccc2[nH]c(=O)[nH]c2c1
#14 O=c1cc(NCc2ccco2)[nH]c(=O)n1-c1ccc(Br)cc1
#15 CC1CCN(C(=O)CCC(=O)Nc2ccc([N+](=O)[O-])cc2)CC1
#16 Cc1ccc(Cl)cc1NC(=O)CSCc1cnn(-c2ccccc2)c1-n1cccc1
assay / compound | 9 | 10 | 11 | 12 | 13 | 14 | 15 | 16
LDHA block | -1 | -20 | 0 | 12 | -4 | 1 | -10 | 1
RGS4 inh | -22% | 16% | -3% | -21% | -34% | 23% | / | -7%
Vif-A3G inh | -3% | / | -4% | -3% | 0% | 0% | -1% | /
USP1-UAF1 inh | -11% | -14% | -24% | -13% | -22% | ? | 1% | -26%
mIDH1 inhibitor | -3% | / | 2% | 3% | 12% | 3% | 5% | /
Vif-APOBEC3F blk | 4% | / | -13% | ? | 4% | -1% | -10% | /
Glioma ERSR ind | 0% | / | 1% | -3% | -6% | 2% | -5% | /
TrxR1 substrate | -3%[57.1 µM] | 5% | 1% | -7% | 7% | 13% | / | -5%
TrxR1 inh | 9%[57.1 µM] | 34% | 21% | ? | 22% | -8% | / | 3%

#17 C=CCC[C@@H](Cc1ccc(F)cc1)C(=O)OC[C@H](C)NC(=O)[C@@H](CC=C)CC(=O)N[C@@H](CO)Cc1ccccc1
#18 O=C(c1ccc(N2CCCCC2)c([N+](=O)[O-])c1)N(Cc1ccccc1)c1ccccn1
#19 CCOC(=O)C1CCCCN1Cc1ccc(F)cc1 (stereo not drawn)
#20 CC(C)(C)NC(=O)c1cc(F)c(F)cc1Cl
#21 O=C(NCCN1CCN(c2ccccc2)CC1)C1CCN(S(=O)(=O)N2CCOCC2)CC1
assay / compound | 17 | 18 | 19 | 20 | 21
LDHA block | -13 | -6 | -10 | -3 | -4
RGS4 inh | -47% | -4% | 17% | -25% | 21%
Vif-A3G inh | -1% | 2% | 0% | 0% | 2%
USP1-UAF1 inh | 16% | -6% | -19% | -7% | 6%
mIDH1 inhibitor | -1% | 5% | 3% | 9% | 12%
Vif-APOBEC3F blk | 1% | 0% | 1% | 5% | 6%
Glioma ERSR ind | -1% | -5% | -4% | -5% | -1%
TrxR1 substrate | 10%[57.1 µM] | 2%[57.1 µM] | 8% | -6% | 13%[57.1 µM]
TrxR1 inh | 25%[57.1 µM] | 10%[57.1 µM] | 8% | -7% | 1%[57.1 µM]
